GPR7 antag: antagonists of human GPR7 (neuropeptides B/W receptor 1) | inhibition, % at 4.4 µM | P48145 | 290,000 tested, 1.1% active | GPR7-expressing cells, fluorescence antagonist assay | AID 1861; in the data active = inhibition above about 16%, passing the limit was not always enough;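 also: cells stimulated with the agonist NPW; 0% = agonist with vehicle and 100% = vehicle without agonist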
Target sequence (P48145 whole entry, looked up): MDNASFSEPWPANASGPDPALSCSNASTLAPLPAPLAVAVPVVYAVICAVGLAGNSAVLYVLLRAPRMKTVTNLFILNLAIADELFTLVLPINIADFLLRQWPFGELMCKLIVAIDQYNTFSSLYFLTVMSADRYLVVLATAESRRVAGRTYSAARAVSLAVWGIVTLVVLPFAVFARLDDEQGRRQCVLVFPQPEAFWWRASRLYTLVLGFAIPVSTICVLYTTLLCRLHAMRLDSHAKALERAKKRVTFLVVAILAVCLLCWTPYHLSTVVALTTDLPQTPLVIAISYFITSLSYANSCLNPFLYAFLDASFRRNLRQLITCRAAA
IDE act: boosts human insulin-degrading enzyme activity in HEK cells; P14735; FAbeta-B cleavage, fluorescence polarization; 0% vehicle, 100% cell-free pure enzyme wells; 340,000 tested, 0.073% active; AID 493087; activation, % at 5.96 µM;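 active = activation above the mean of all tested compounds plus 3 SD, set per screening campaign, cut at about 17% in these data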
VIM-2 inhibitor: blocks Pseudomonas aeruginosa VIM-2 metallo-beta-lactamase | purified VIM-2, nitrocefin hydrolysis, epi-absorbance fluorescence | inhibition, % at 5.6 µM | AID 1527 | 290,000 tested, 0.89% active;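 active = inhibition above the mean of all tested compounds plus 3 SD, cutoff set per screening run, cut at about 7.5% in these data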;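 also: red hydrolysis product quenches plate fluorescence so inhibitors raise well fluorescence; 0% = enzyme with DMSO and 100% = DMSO without enzyme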
PHOSPHO1 inh: blocks human PHOSPHO1 phosphatase activity; inhibition, % at 13.3 µM; recombinant PHOSPHO1, absorbance phosphatase assay; AID 1565; 290,000 tested, 1.1% active; Q8TCT1; in the data active = inhibition above about 60%
Target sequence (Q8TCT1 whole entry, looked up): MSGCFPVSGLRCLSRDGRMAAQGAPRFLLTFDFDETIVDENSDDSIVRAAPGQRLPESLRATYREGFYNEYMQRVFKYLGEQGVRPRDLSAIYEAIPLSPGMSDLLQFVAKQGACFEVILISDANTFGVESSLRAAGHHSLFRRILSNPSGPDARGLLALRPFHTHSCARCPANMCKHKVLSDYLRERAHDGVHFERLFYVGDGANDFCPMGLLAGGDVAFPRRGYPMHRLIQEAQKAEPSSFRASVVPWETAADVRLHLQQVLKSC
p-CIP stab down: compounds decreasing mouse p/CIP protein stability; decrease of EGFP signal, % at 10 µM; AID 1984; Q05BA5; 290,000 tested, 0.01% active; F442A p/CIP-EGFP cells, EGFP fluorescence, 16 h;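 active = EGFP signal decrease of at least 30% at 10 µM or well 3 SD below plate mean, unless failing retest; inactive = the rest, including hits failing retest or dose response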; also: some compounds called inactive have numbers as strong as hits; many of its hits are not listed in these tables
IMP-1 inh: blocks Pseudomonas aeruginosa IMP-1 metallo-beta-lactamase; purified IMP-1, nitrocefin hydrolysis, epi-absorbance fluorescence; inhibition, % at 5.6 µM; 290,000 tested, 0.45% active;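 active = inhibition above the mean plus 3 SD of all compounds in the same screening run, cut at about 4.5% in these data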;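 also: 0% = IMP-1 with DMSO and 100% = DMSO wells lacking enzyme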
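assay system = purified recombinant IMP-1 metallo-beta-lactamase enzyme | schedule = 15 min preincubation plus 25 min reaction at 25 °C | signal = Epi-absorbance fluorescence, 480 nm excitation, 530 nm emission | read-out basis = percent inhibition from optical density relative to buffer-blank wells | controls = IMP-1 with DMSO as 0%, enzyme-free DMSO as 100%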
NALP1 inh: NALP1 inhibition | inhibition, % at 10 µM | S. cerevisiae NALP1/ASC/caspase-1 growth, X-gal OD620, 72 h | 280,000 tested, 0.61% active; in the data active = inhibition mostly above about 24%, no sharp cut-off; inactive = mostly below about 32%; also: some compounds called inactive have numbers as strong as hits
PfM18AAP inh: PfM18AAP enzyme inhibition; recombinant PfM18AAP, H-Glu-NHMec fluorogenic cleavage; inhibition, % at 7.35 µM; 290,000 tested, 1.2% active;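 active = inhibition above the campaign mean inhibition over all tested compounds plus 3 SD, cut at about 28% in these data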;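 also: 0% = plate median of test compound wells and 100% = 2 mM ZnCl2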
IDE inh: cellular human IDE inhibition; P14735; HEK cells, FAbetaB cleavage, fluorescence polarization; inhibition, % at 5.59 µM; 320,000 tested, 0.41% active; AID 434962;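 active = percent inhibition above the average of all tested compounds plus 3 SD, set per screening campaign, cut at about 16% in these data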;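 also: IDE supplied by intact live HEK cells; FP after avidin binding of uncleaved biotin substrate so inhibition keeps polarization high; 0% = DMSO wells and 100% = 60 µM reference IDE inhibitor Ii1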
* = called active by the depositor; / = no result given.

SMILES | GPR7 antag | IDE act | VIM-2 inhibitor | PHOSPHO1 inh | p-CIP stab down | IMP-1 inh | NALP1 inh | PfM18AAP inh | IDE inh
COc1ccc(CC(=O)NC(=S)NNC(=O)COc2c(C)cccc2C)cc1 | -3 | -5 | -5.9 | -12 | 6 | -1.9 | 22 | 47* | 4
O=C1NN=C(c2ccc(Cl)cc2)CC1c1cccc(Cl)c1 (stereo not drawn) | -4 | -3 | -1.2 | 8 | -4 | -1.8 | -4 | -1 | -2
Nc1nonc1C(=O)NCCNc1ccc([N+](=O)[O-])cn1 | -9 | 3 | -1.5 | -5 | 12 | -1.5 | -7 | 1 | 0
COc1ccc(N2C(=O)N(Cc3ccccc3F)c3ccccc3S2(=O)=O)cc1 | 1 | / | -1.8 | 32 | -5 | -5.1 | -16 | 5 | /
COc1ccc([C@H]2C=C3CN(C(=O)OC(C)(C)C)S(=O)(=O)[C@H]3C[C@H]2OC(=O)c2ccc(C(F)(F)F)cc2)cc1 | / | 3 | / | 31 | -2 | / | -4 | / | 4
O=c1cc(/C=C/c2c(F)cccc2Cl)[nH]c2ccccc12 | -2 | -3 | -2.1 | 11 | 10 | -2.0 | 35 | 3 | 9
CC(C)(C)c1ccc(C(=O)Nc2ccc(CN3CCS(=O)(=O)CC3)cc2)cc1 | 13 | 2 | -1.6 | 38 | -19 | -2.8 | 17 | -5 | 5
COc1ccc(N(CC(=O)Nc2ccccc2SC)S(C)(=O)=O)cc1OC | 4 | 4 | -4.4 | -36 | -14 | -3.4 | -3 | -10 | 1
CCCCn1c(=O)[nH]c(=O)c2c1nc(-c1ccccn1)n2CC | -13 | -1 | -1.5 | 4 | 11 | -1.5 | -6 | -2 | 2
CC(C)N(Cc1ccc(F)cc1)C(=O)c1cc2ccccc2oc1=O | -2 | 3 | -0.7 | 19 | -10 | 0.6 | 12 | -18 | -4
COC(=O)c1ccccc1NC(=O)c1ccccc1SC | -23 | 0 | -1.6 | -4 | -11 | -4.4 | 4 | -5 | 2
CCOC(=O)NC(NC(=S)Nc1ccc(OC)cc1)C(Cl)(Cl)Cl (stereo not drawn) | -8 | 0 | -3.8 | 3 | 6 | -2.4 | 33 | -7 | 6
COc1cccc(N2C(=O)CC(N3CCc4ccccc43)C2=O)c1 (stereo not drawn) | 5 | 6 | -3.0 | 14 | 4 | -2.0 | 37 | -2 | -1
O=C1NC(c2ccccc2)=NC1(NS(=O)(=O)c1ccc(Cl)cc1)C(F)(F)F (stereo not drawn) | -7 | 2 | -3.2 | 5 | 3 | -1.7 | 15 | -3 | -1
COc1cccc(CN(C)C(=S)Nc2ccc(C)c(C)c2)c1 | -9 | 4 | -1.9 | -5 | -2 | -3.8 | -16 | -2 | -1
CCNC(=O)/C(=C\C=C\c1ccccc1)NC(=O)c1ccc(Br)o1 | 1 | 4 | -2.2 | -6 | 3 | -1.6 | 24 | 6 | 1
CCC(Sc1nc2ncccc2[nH]1)C(=O)NC1CCCC1 (stereo not drawn) | -10 | -2 | -2.2 | 10 | -10 | -3.0 | 14 | 5 | 1
CCCCCCCCCCS(=O)(=O)N/N=C/c1ccccc1OC | -6 | 2 | -1.8 | -2 | -6 | -2.4 | 18 | 5 | -2
OCC#Cc1ncc(C(F)(F)F)cc1Cl | 1 | -1 | -1.9 | 24 | -3 | -2.6 | 9 | 9 | -1
CCCN1C(=O)c2cc(C(=O)Nc3ccccc3OC)ccc2C1Nc1ccccc1OC (stereo not drawn) | -8 | -2 | -1.2 | 3 | -5 | -1.8 | / | 4 | 0
COc1ccc(N2CCCn3c2nc2c3c(=O)n(CCc3ccccc3)c(=O)n2C)cc1 | / | -1 | / | 3 | -9 | / | 35 | / | 2
CC(C(=O)O)N1C(=O)CSC1=S (stereo not drawn) | -13 | -3 | -3.3 | 30 | 1 | -2.2 | 7 | 7 | 2
Cc1cc(C)n(-c2ccc(C(=O)OCC(=O)NC(c3ccccc3)c3ccccc3)cc2)n1 | 1 | 3 | -3.0 | -2 | -7 | -0.7 | 22 | 1 | 2
CC(C)C(NC(=O)OCc1ccccc1)C(=O)NCC(=O)OC(C)(C)C (stereo not drawn) | -14 | 2 | 0.5 | 3 | -18 | 4.1 | 9 | 0 | -3
O=C1c2cc([N+](=O)[O-])cc3cc([N+](=O)[O-])cc(c23)C(=O)N1c1ccccn1 | -5 | 3 | -1.3 | 1 | -28 | -1.1 | -17 | -8 | 6
CCNC(=S)NC1CC2CCCC(C1)N2Cc1ccco1 (stereo not drawn) | -3 | 0 | -3.0 | 45 | -6 | -2.4 | 9 | 0 | 0
Cc1cccc(C)c1Nc1c(-c2ccsc2)nc2ncccn12 | 7 | -4 | -4.0 | -21 | 15 | -0.9 | 9 | -2 | 1
CC(C)(C)C(=O)NNC(=O)C1CC1(c1ccccc1)c1ccccc1 (stereo not drawn) | -12 | -1 | -0.9 | 18 | 2 | -2.4 | -3 | 0 | -2
CCC(=O)NCCSc1c[nH]c2ccccc12 | -7 | 4 | -1.3 | 23 | 0 | 1.8 | 15 | 0 | -1
CCOc1ccccc1Nc1ccc(C(=O)O)cc1[N+](=O)[O-] | -15 | 5 | -0.3 | -16 | -4 | -1.0 | 4 | -11 | 2
CCOC(=O)c1c(NC(=O)C(NCCN(C)C)c2ccccc2)sc2c1CCCC2 (stereo not drawn) | 18 | 5 | -0.2 | 22 | -18 | -3.1 | -13 | 5 | -9
Cc1ccc(C(=O)NC(C)c2ccc3c(c2)OCO3)s1 (stereo not drawn) | 0 | -1 | -0.8 | 21 | -21 | -3.6 | 6 | -1 | -2
Cn1c(=O)c(=O)n(C)c2cc(N3CCCC3)c(NS(=O)(=O)c3ccc(Cl)cc3)cc21 | -12 | 1 | 1.1 | 17 | 0 | -2.0 | 8 | 3 | -3
COc1ccc2c(c1OC)C(=O)N(c1ccc(C)cc1)C2=O | -17 | -1 | -3.3 | 21 | -23 | -2.0 | -2 | 1 | 6
CC1(OC(=O)C2CCCC2)C(=O)C=C2C=C(c3ccsc3)N(Cc3ccc4c(c3)OCO4)C=C2C1=O (stereo not drawn) | / | 0 | / | 9 | -1 | / | 4 | / | 9
COC(=O)c1cc(S(=O)(=O)NCc2cc(OC)c(OC)c(OC)c2)cn1C | 2 | 0 | -1.7 | 28 | -12 | -2.9 | 2 | -3 | 0
Cc1cc(C)c2cc(C(c3nnnn3CC3CCCO3)N3CCN4CCCC4C3)c(=O)[nH]c2c1 (stereo not drawn) | -7 | -6 | -1.1 | 9 | -4 | -3.5 | -2 | -2 | -1
O=C(NCc1n[nH]c(=S)n1-c1ccccc1)c1ccc(S(=O)(=O)N2CCCCC2)cc1 | -12 | -2 | -4.2 | -16 | -1 | -1.4 | -8 | 23 | 0
CC(=O)CCN1CCOCC1 | -14 | 2 | -2.3 | 6 | 6 | -3.9 | 27 | 0 | 0
COc1ccc(-n2c(C)cc(C(=O)COC(=O)c3cc(NC(=O)c4cccs4)c(OC)c(OC)c3)c2C)cc1 | -9 | -1 | -1.9 | -6 | -8 | -3.4 | 38 | 0 | 5

One compound at a time, as listed above:
CCOC(=O)c1c(NC(=O)C(NCCN(C)C)c2ccccc2)sc2c1CCCC2 (stereo not drawn) as listed: GPR7 antag: 18; IDE act: 5; VIM-2 inhibitor: -0.2; PHOSPHO1 inh: 22; p-CIP stab down: -18; IMP-1 inh: -3.1; NALP1 inh: -13; PfM18AAP inh: 5; IDE inh: -9
Cc1cc(C)c2cc(C(c3nnnn3CC3CCCO3)N3CCN4CCCC4C3)c(=O)[nH]c2c1 (stereo not drawn) as listed: GPR7 antag: -7; IDE act: -6; VIM-2 inhibitor: -1.1; PHOSPHO1 inh: 9; p-CIP stab down: -4; IMP-1 inh: -3.5; NALP1 inh: -2; PfM18AAP inh: -2; IDE inh: -1

The list continues:
SMILES | GPR7 antag | IDE act | VIM-2 inhibitor | PHOSPHO1 inh | p-CIP stab down | IMP-1 inh | NALP1 inh | PfM18AAP inh | IDE inh
Cc1cc(C)c2c(=O)n(CC(=O)Nc3cccc(Cl)c3C)sc2n1 | 20 | -62 | -2.0 | -21 | -2 | -5.2 | / | 63* | 40*
CNC(=O)C(=O)N/N=C/c1ccc(Br)cc1 | -15 | 2 | -2.5 | 17 | 20 | -2.6 | 3 | -2 | 1
COc1ccc(-c2nnc(NC(=O)CSc3ccc(C)cc3)s2)cc1OC | -7 | 3 | -2.7 | -8 | -6 | -1.7 | 34 | -6 | 2
CCCN(CCO)Cc1cccc(Oc2ccccc2)c1 | -13 | 8 | -1.1 | -3 | -12 | -2.7 | 11 | -8 | 8
Cc1ccccc1Nc1nc(N)nc(COC(=O)C(NC(=O)c2ccco2)C(C)C)n1 (stereo not drawn) | -3 | 3 | -0.7 | -1 | -31 | -2.7 | 5 | -2 | 4
CCCCCCn1c2c(c(=N)c3c1CCC3)CCC2 | 37* | -1 | 0.7 | -14 | -26 | -1.5 | 15 | -8 | 2
CC(C)c1nc(CNC(=O)C2CCC(=O)N(Cc3ccc(Cl)cc3)C2)no1 (stereo not drawn) | -3 | 8 | 1.5 | 34 | 17 | 0.8 | 19 | -5 | -2
Cn1c2c(c(=O)n3ncnc13)CCCC2 | 5 | 2 | -1.9 | 12 | -11 | -2.4 | / | -10 | 17*
NC(=O)c1nsc(C(=O)N(CC(=O)NC2CCCCC2)c2cccc(F)c2)c1N | 6 | 4 | -2.1 | 17 | 6 | -1.1 | 11 | 5 | 8
CCSc1nc(C2CC2)cc(-c2cccs2)c1C#N | -20 | 2 | -2.6 | 2 | -21 | -2.9 | 1 | 0 | 1

In the list so far, 6 contain a thiophene ring, fused or not:
SMILES | GPR7 antag | IDE act | VIM-2 inhibitor | PHOSPHO1 inh | p-CIP stab down | IMP-1 inh | NALP1 inh | PfM18AAP inh | IDE inh
Cc1cccc(C)c1Nc1c(-c2ccsc2)nc2ncccn12 | 7 | -4 | -4.0 | -21 | 15 | -0.9 | 9 | -2 | 1
CCOC(=O)c1c(NC(=O)C(NCCN(C)C)c2ccccc2)sc2c1CCCC2 (stereo not drawn) | 18 | 5 | -0.2 | 22 | -18 | -3.1 | -13 | 5 | -9
Cc1ccc(C(=O)NC(C)c2ccc3c(c2)OCO3)s1 (stereo not drawn) | 0 | -1 | -0.8 | 21 | -21 | -3.6 | 6 | -1 | -2
CC1(OC(=O)C2CCCC2)C(=O)C=C2C=C(c3ccsc3)N(Cc3ccc4c(c3)OCO4)C=C2C1=O (stereo not drawn) | / | 0 | / | 9 | -1 | / | 4 | / | 9
COc1ccc(-n2c(C)cc(C(=O)COC(=O)c3cc(NC(=O)c4cccs4)c(OC)c(OC)c3)c2C)cc1 | -9 | -1 | -1.9 | -6 | -8 | -3.4 | 38 | 0 | 5
CCSc1nc(C2CC2)cc(-c2cccs2)c1C#N | -20 | 2 | -2.6 | 2 | -21 | -2.9 | 1 | 0 | 1

(further entries)
SMILES | GPR7 antag | IDE act | VIM-2 inhibitor | PHOSPHO1 inh | p-CIP stab down | IMP-1 inh | NALP1 inh | PfM18AAP inh | IDE inh
N#C/C=C(/N)c1ccc(Br)cc1 | -8 | 0 | -0.4 | -2 | -1 | -1.6 | 40 | 1 | 14
CC(C)(C)C(=O)NNC(=O)c1cc(C(C)(C)C)nn1Cc1ccccc1 | -14 | -1 | -4.8 | 47 | -2 | -1.6 | / | 0 | -3
CCOC(=O)c1ccc(NS(=O)(=O)c2cnc[nH]2)cc1 | -4 | 8 | -0.1 | -6 | -5 | -1.7 | -3 | 2 | -1
O=C(CCC(=O)N(CC(=O)NC1CCCC1)Cc1ccc2c(c1)OCO2)Nc1ccccn1 | -7 | 3 | -3.6 | 16 | -2 | -4.4 | 15 | -10 | -4

High-throughput results (PubChem)

No enrichment for hits. Share with any hit: about 5.3%.
